Source: PubChem BioAssay
MEX-5 binding = C. elegans MEX-5 TCR-2 RNA binding activity. activity score (negative = inhibition of binding), % at 10 µM. actives 0.38% (n = 300,000). AID 1832. MEX-5/FITC-TCR2 RNA binding, fluorescence polarization; hits give low values. Q9XUB2;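 active means inhibition past about -25% in most replicates, and total fluorescence under double the plate's negative control median, limit read from the data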;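 further: 0% = DMSO and -100% = 5 µM competing unlabeled TCR2 RNA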
PME-1 primary = PME-1 (human) inhibition; Q9Y570; recombinant PME-1, FP-Rh probe fluorescence polarization; inhibition, % at 5.9 µM; actives 0.53% (n = 320,000); AID 2130;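 active means inhibition above the campaign mean of all compounds plus 3 SD, cut at about 26% in these data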;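 further: competitive labeling of PME-1 active site by serine hydrolase directed probe; 0% = PME-1 with DMSO and 100% = wells lacking PME-1 enzyme; inhibitors block probe labeling so polarization falls and inhibition rises; many of its hits are not listed in these tables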
BCLXL inh = inhibitors of human Bcl-xL | Q07817 | GST-Bcl-xL / FITC-Bim BH3 peptide fluorescence polarization | inhibition, % at 10.9 µM | actives 0.7% (n = 320,000);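 active means inhibition above the mean of all tested compounds plus 3 SD, cutoff set per campaign, cut at about 30% in these data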;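 further: 0% = DMSO wells and 100% = unlabeled Bim-BH3 peptide competitor; inhibitors lower millipolarization by displacing the labeled peptide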
AHR act = human AHR activation. P35869. AHR-responsive luciferase reporter cells, luminescence. activation, % at 5 µM. actives 2.5% (n = 320,000). AID 2796; in the data active means activation above about 47%;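 further: 0% = vehicle wells and 100% = reference agonist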
Target sequence (P35869 whole entry, looked up): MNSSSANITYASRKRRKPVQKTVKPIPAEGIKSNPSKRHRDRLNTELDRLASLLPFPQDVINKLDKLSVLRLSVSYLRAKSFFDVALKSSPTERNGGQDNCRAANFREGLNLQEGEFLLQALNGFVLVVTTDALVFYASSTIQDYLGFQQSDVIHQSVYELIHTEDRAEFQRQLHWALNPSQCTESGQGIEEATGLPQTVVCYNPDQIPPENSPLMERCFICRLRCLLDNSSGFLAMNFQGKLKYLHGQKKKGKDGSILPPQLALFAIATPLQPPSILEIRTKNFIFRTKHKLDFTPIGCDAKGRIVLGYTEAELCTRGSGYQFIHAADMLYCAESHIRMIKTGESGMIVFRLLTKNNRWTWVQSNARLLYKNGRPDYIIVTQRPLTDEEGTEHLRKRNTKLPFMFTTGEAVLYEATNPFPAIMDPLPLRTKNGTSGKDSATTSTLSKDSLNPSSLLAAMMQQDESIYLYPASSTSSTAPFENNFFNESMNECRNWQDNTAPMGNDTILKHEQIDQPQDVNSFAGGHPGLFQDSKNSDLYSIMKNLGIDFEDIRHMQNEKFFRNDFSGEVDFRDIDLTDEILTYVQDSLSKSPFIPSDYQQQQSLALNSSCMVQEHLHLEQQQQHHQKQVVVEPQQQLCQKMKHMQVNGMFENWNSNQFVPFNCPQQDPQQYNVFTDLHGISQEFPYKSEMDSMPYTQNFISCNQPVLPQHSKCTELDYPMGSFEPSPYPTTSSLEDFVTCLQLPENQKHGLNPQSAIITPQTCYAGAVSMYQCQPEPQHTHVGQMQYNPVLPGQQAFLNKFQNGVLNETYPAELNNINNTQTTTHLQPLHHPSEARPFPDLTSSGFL
pPAFAH inh = inhibitors of human plasma PAF acetylhydrolase (pPAFAH). Q13093. recombinant pPAFAH, FP-rhodamine probe fluorescence polarization. inhibition, % at 3.39 µM. actives 1.5% (n = 330,000). AID 463082;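 active means inhibition above the mean inhibition across the screen plus 3 SD, cut at about 25% in these data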;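 further: inhibitors block binding of the rhodamine activity-based probe so polarization drops; 0% = enzyme with DMSO and 100% = wells lacking pPAFAH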
Fam108B inh = counter-screen for RBBP9 inhibitors: inhibitors of mouse Fam108B. inhibition, % at 9.51 µM. actives 0.33% (n = 300,000). recombinant Fam108B, FP-Rh probe fluorescence polarization. AID 1947;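 active means inhibition above the screen mean inhibition plus 3 SD, computed separately per campaign, cut at about 18% in these data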;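 further: inhibitors lower polarization as less probe binds the enzyme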
MCL1-BIM inh = MCL1-BIM-BH3 interaction inhibition (human) | Q07820 | GST-MCL1 / FITC-Bim-BH3 fluorescence polarization | inhibition, % at 10.9 µM | actives 0.68% (n = 320,000);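 active means inhibition above the mean inhibition of all tested compounds plus 3 SD, set per campaign, cut at about 40% in these data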;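 further: 0% = DMSO wells and 100% = unlabeled Bim-BH3 peptide control; higher means more loss of mP so more displacement of Bim peptide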
PAFAH1B2 inh = inhibitors of human PAFAH1B2; recombinant PAFAH1B2, FP-rhodamine activity probe, fluorescence polarization; inhibition, % at 3.39 µM; P68402; actives 1.2% (n = 340,000); AID 492953;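 active means inhibition above the mean of all tested compounds plus 3 SD, cut at about 24% in these data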;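 further: 0% = enzyme with DMSO and 100% = wells lacking PAFAH1B2; many of its hits are not listed in these tables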
GLD-1 TGE inh = GLD-1-TGE RNA interaction inhibition (C. elegans); purified GLD-1 + fluorescein TGE RNA, fluorescence polarization; inhibition, % at 5.96 µM; actives 0.44% (n = 320,000); AID 2280;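 active means percent inhibition above a per-plate cutoff, the plate mean of test compounds plus 3 SD, cut at about 30% in these data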;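 further: 0% = DMSO wells with GLD-1 and probe and 100% = wells lacking GLD-1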
* hit, by the source's call; · = no result given.

#	compound	BCLXL inh	MEX-5 binding	Fam108B inh	pPAFAH inh	GLD-1 TGE inh	PAFAH1B2 inh	AHR act	PME-1 primary	MCL1-BIM inh
1	Cc1oc2c(CN3CCCCC3)c(O)ccc2c(=O)c1-c1ccc(Br)cc1	3.7	-1.8	1.1	2.0	1.3	-2.7	0.4	2.7	4.2
2	C=C1CCN(c2ccc(C(=O)NCCC)cc2[N+](=O)[O-])CC1	4.5	-2.7	3.9	2.4	-0.1	1.4	3.0	0.5	11.3
3	O=C(CNCC1CCCO1)NCc1ccco1 (configuration not stated)	0.2	-1.6	-1.7	3.7	3.5	0.3	1.2	1.1	-2.7
4	CCOC(=O)N1CCN(C(=O)CN(c2ccc(C)c(C)c2)S(=O)(=O)c2ccccc2)CC1	5.0	-2.3	-4.1	2.5	-2.3	0.3	2.1	1.7	6.1
5	COc1ccc(C(=O)NN=C2CCCC2)c(OC)c1	-0.8	-0.3	0.1	-1.6	1.9	-2.2	2.2	6.8	1.7
6	Nc1nc(=S)n(-c2ccccc2)[nH]1	-2.6	0.6	-2.1	1.4	-5.7	6.0	0.2	5.0	-9.1
7	Cc1cc(NC(C)c2ccccc2)n2ncc(-c3ccccc3)c2n1 (configuration not stated)	3.0	2.0	0.3	5.4	4.9	5.0	7.1	16.9	6.1
8	CC(C)(CO)Nc1ncnc2onc(-c3ccc(F)cc3)c12	-1.9	2.4	2.8	-1.4	-3.8	2.2	2.4	-8.2	-4.7
9	CCc1ccccc1N1C(=O)CN(Cc2cc(OC)c(OC)c(OC)c2)C1=S	0.2	-1.0	1.2	5.0	4.3	4.6	1.8	-2.5	-3.3
10	CCC(C)NC(=O)c1ccccc1NS(=O)(=O)c1ccc(OC)c(OC)c1 (configuration not stated)	3.7	6.0	-3.6	4.4	0.9	7.6	5.3	-0.5	3.5
11	CCOc1ccccc1Nc1cc(C)nc2ccc(C)cc12	3.4	0.7	-1.4	-4.6	0.2	3.0	47.6*	-6.0	15.4
12	CCOC(=O)/C=C/C(=O)OCC(=O)Nc1c(Cl)cccc1Cl	-5.7	-2.3	2.2	1.5	3.4	3.0	0.8	7.2	-0.6
13	COc1ccc(N=Nc2c(N)n[nH]c2N)cc1	4.2	-1.9	0.9	1.2	-4.7	0.7	9.2	4.1	4.6
14	O=C(CC(c1ccccc1)c1ccccc1O)NCc1ccccc1Cl (configuration not stated)	3.8	2.4	-3.1	2.5	0.4	-3.3	1.3	-5.5	0.0
15	COc1ccc(NC(=O)N2CCNC(=O)C2CC(=O)Nc2ccc(F)cc2)cc1 (configuration not stated)	-1.3	-1.2	1.1	2.5	5.8	-2.7	3.4	-1.7	-2.9
16	O=C(CSc1nnc(NC(=O)C2CCC2)s1)Nc1ccccc1F	0.9	-0.2	3.4	4.5	2.4	0.0	1.4	-2.9	4.8
17	CC1(C)CC(=O)c2sc(NS(=O)(=O)c3ccc(Cl)cc3)nc2C1	0.7	2.6	-2.6	-4.9	3.2	16.8	-0.3	-12.0	-2.3
18	CC#CC(=O)N1CCC(CO)(CCc2ccccc2)CC1	2.5	0.0	1.8	-1.7	7.9	4.1	0.0	0.1	-4.9
19	CC1(C)Cc2c(c(N3CCOCC3)nc3sc(C#N)c(N)c23)CS1	3.2	0.3	0.3	-2.3	1.2	1.4	0.1	1.8	2.7
20	COCCN(C(=O)CC1C(=O)NCCN1CC(c1ccccc1)c1ccccc1)C(C)C (configuration not stated)	14.6	1.2	1.3	4.4	14.0	3.1	-0.8	-0.9	11.2

Following part:
#	compound	BCLXL inh	MEX-5 binding	Fam108B inh	pPAFAH inh	GLD-1 TGE inh	PAFAH1B2 inh	AHR act	PME-1 primary	MCL1-BIM inh
21	CSCCOC(=O)COc1ccc(/C=N/NC(=O)c2c(Cl)cnn2C)cc1	-1.9	2.1	3.3	0.8	1.4	3.8	2.0	-1.1	-0.2
22	CC1(C)CC(=O)c2c(S(C)(=O)=O)sc(Br)c2C1	3.4	-1.3	-0.7	-5.0	4.9	11.6	1.1	4.3	1.7
23	CC(C(=O)Nc1cccnc1)c1ccc([N+](=O)[O-])cc1 (configuration not stated)	-3.8	1.3	0.7	5.3	-4.8	0.7	3.0	12.4	-8.8
24	Cn1c(=O)c2[nH]c(C3CCCC3)nc2n(C)c1=O	8.1	0.4	2.0	2.5	0.1	-1.2	6.8	-5.0	10.0
25	COc1ccc2c(c1OC)C(=O)N1c3ccccc3C(=O)N(c3ccccc3)C21 (configuration not stated)	7.1	-4.2	9.8	1.8	5.8	3.9	1.4	1.9	5.7
26	O=C(O)CCC(=O)Nc1ccc(-n2ccc(C(F)(F)F)n2)cc1	2.0	1.1	-2.6	-9.2	-0.6	4.1	4.3	0.2	-3.2
27	Cn1nc(-c2ccccc2)nc1-c1ccccc1	2.4	-1.2	5.5	1.5	-2.5	2.2	48.3*	-0.7	10.1
28	O=C(NNS(=O)(=O)c1cc(Cl)c(Cl)cc1Cl)c1cccnc1	5.1	-1.0	-1.1	3.9	3.5	10.4	3.0	9.4	8.6
29	Oc1cccc(/C=C/c2ccc3cccc(O)c3n2)c1	10.9	-0.8	15.7	20.3	-6.8	1.5	70.3*	7.8	10.5
30	Oc1cccc(N2Cc3ccccc3C2)c1	9.8	-11.9	4.7	9.6	0.5	3.8	2.5	0.7	10.0
31	CC(=O)/C(C#N)=C1\NC(=O)C(Cc2ccc(C)c(C)c2)S1 (configuration not stated)	-1.8	-1.2	-7.3	0.7	3.6	-0.4	2.6	-6.8	5.4
32	CCOc1ccc(NC(=O)C[n+]2ccc(N(C)C)cc2)cc1	5.4	-0.1	2.5	0.3	4.0	6.6	0.8	7.7	7.7
33	O=c1c2ccccc2nc(-c2cccs2)n1-c1ccc2ccccc2c1	7.8	-6.1	-4.5	-7.2	6.8	-1.9	9.3	-5.3	0.8
34	Cc1cccc(NC(=O)CSCC(=O)Nc2cc(Cl)ccc2N2CCN(C)CC2)c1	-6.2	0.6	-3.4	4.9	2.8	11.1	0.1	2.6	-19.2
35	CCc1ccc(Nc2n[n+](-c3ccccc3)c(-c3ccc(N(CC)CC)cc3)s2)cc1	-39.8	9.1	2.8	29.8*	-97.2	2.7	26.4	-7.4	-68.4
36	Cc1ccc(C(=O)COC(=O)C(C)N2C(=O)C3C4CCC(C4)C3C2=O)cc1C (configuration not stated)	7.8	-0.9	-1.0	4.3	6.6	-1.8	-1.8	0.2	2.6
37	CCOC(=O)c1ccccc1NC(=O)COC(=O)C1CC(=O)N(c2ccc3c(c2)OCCO3)C1 (configuration not stated)	2.7	-0.6	1.6	5.0	6.2	-6.9	1.5	5.8	-4.3
38	NC(=O)CSc1nnc(-c2ccccc2Br)n1-c1cccc(C(F)(F)F)c1	1.7	-0.1	4.2	1.3	2.3	6.7	1.0	1.0	12.0
39	Cc1c(C#N)c2ccccc2n1CC(=O)NCCc1c[nH]c2ccccc12	-5.6	0.6	2.4	1.1	6.0	8.2	8.8	2.2	-6.8
40	Cc1cc(C)n(-c2cc(C(C)(C)C)nc3c(-c4ccc(Cl)cc4)cnn23)n1	-2.3	-0.6	0.8	7.3	4.1	1.5	-4.0	-9.3	-0.8

More records
#	compound	BCLXL inh	MEX-5 binding	Fam108B inh	pPAFAH inh	GLD-1 TGE inh	PAFAH1B2 inh	AHR act	PME-1 primary	MCL1-BIM inh
41	CC(C)(C)NC(=O)CSc1nnc(NC(=O)CCn2cnc3ccccc3c2=O)s1	3.0	0.5	0.0	1.1	2.8	3.4	-0.3	-0.9	3.2
42	NC(=O)CC(NC(=O)Cc1ccc(Cl)cc1)c1ccc(N2CCC(Cc3ccccc3)CC2)c([N+](=O)[O-])c1 (configuration not stated)	0.7	-2.9	-1.4	-1.4	-0.3	0.6	3.9	-4.2	-2.9
43	Cc1cccc(/C=N/n2c(-c3ccccc3)n[nH]c2=S)c1O	-18.2	-1.0	4.0	6.2	1.3	5.8	14.3	6.3	3.6
44	COc1ccccc1OCC(=O)NN=C(Cc1ccccc1)Cc1ccccc1	-5.1	0.4	0.1	5.8	4.7	2.8	4.9	-4.9	-4.9
45	CC(C)(C)c1cc(-n2ccnc2)n2ncc(-c3ccc(Cl)cc3)c2n1	3.5	1.0	-4.2	0.8	7.2	2.8	1.7	0.8	5.7
46	Cc1ccccc1NC1=C(Cl)C(=O)N(C2CCCCC2)C1=O	2.5	-0.6	5.0	-0.7	1.3	-4.4	0.2	-6.9	2.1
47	O=C(N/N=C\c1ccc(-c2ccc([N+](=O)[O-])cc2)o1)c1ccc2c(c1)OCO2	7.4	-9.6	-0.8	3.4	-10.7	4.0	11.8	3.2	8.4
48	CCOC(=O)c1[nH]c2ccc(F)cc2c1NC(=O)CCN1CCOCC1	2.7	0.1	0.2	2.7	0.5	-1.5	0.0	7.2	2.0
49	Cc1ccc(C)c(N(CC(=O)NC2CCCC2)C(=O)c2cc3cc4cccc(C)c4nc3s2)c1	2.1	0.0	-9.4	1.5	5.2	0.9	-0.4	-2.7	-3.7
50	Cc1ccc(S(=O)(=O)N(C)CC(=O)OCC(=O)Nc2ccccc2)cc1	-2.8	0.5	-6.9	17.5	4.2	6.1	0.4	-7.6	-6.3
51	CC[C@]1(c2ccccc2OC)ON(c2ccccc2C(F)(F)F)C1=O	4.4	·	·	0.0	7.1	·	-0.5	-0.5	2.6
52	COc1ccc(NS(=O)(=O)NC(=O)c2c(C)n(C)c3ccccc23)cc1	2.7	-2.4	1.1	-1.2	-4.6	0.9	8.0	3.7	-0.1
53	N#CC1(c2c(O)nc3n(c2=O)CCCS3)CCCCC1	6.8	-0.7	4.2	-1.4	-6.6	6.7	4.2	-2.6	10.7
54	CCc1[nH]nc2c1C1(CCN(C(=O)OCc3ccccc3)CC1)C(C#N)=C(N)O2	4.2	0.9	0.3	5.6	4.0	4.0	3.8	11.1	0.9
55	Cc1ccc(N(C)C(=O)C2CCN(S(=O)(=O)c3ccc4c(c3)oc(=O)n4C)CC2)cc1	-2.4	1.4	-1.2	-1.9	-3.8	2.8	0.2	0.1	-6.7

An excerpt; the hit share may differ from the screen's.
